# High-throughput results from PubChem BioAssay.
# HIF-2a inh – HIF-2a reporter inhibitors, primary screen, luminescence, 786-0 RCC cells | 786-0 RCC cells HIF-2a reporter, luciferase luminescence, overnight | inhibition, % at 18.8 µM | actives 0.72% (n = 360,000) | AID 624352, 2012;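 active = inhibition of the luminescence signal of 40% or more relative to plate controls, in a single-dose primary screen at 18.75 µM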
# MITF TRPM1 inh – inhibitors of MITF-dependent TRPM1 promoter reporter, primary screen, cell-based, SK-MEL-5, single point, luciferase | inhibition, % at 12.5 µM | actives 0.83% (n = 330,000) | SK-MEL-5 TRPM1 promoter luciferase, 24 h;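 active = mean inhibition across replicates of 60% or more, whatever share of single replicates reaches that level; inconclusive = some that reach 60%, reason not given; inactive = mean inhibition across replicates below 60%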; also: values of inactives mirror those of a sister screen read the other way
# Peg3 promoter – Peg3 promoter-driven luciferase inhibitors, primary screen, cell-based, HeLa, luciferase luminescence; HeLa PEG-Prom luciferase reporter, overnight; inhibition, % at 20 µM; actives 1.7% (n = 360,000);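 active = inhibition of at least 50% at 20 µM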
# Vif inh – HIV Vif self-association inhibitors, primary screen, imaging, HEK293T, single point. HEK293T cells, Vif self-association by quenched fluorescence, 24 h. inhibition, % at 7.49 µM. AID 602346, 2012. actives 0.35% (n = 340,000); in the data active = inhibition above about 50%, passing the limit was not always enough; inconclusive = no clear call, values can overlap the other calls; inactive = below about 31%; also: some results filed as inactive read as strong as hits
# Exocytosis inh – LAMP-1 surface exposure blockers, TALL-104 cells – cell-based, flow cytometry, MLPCN library, primary screen; AID 651702, 2012; actives 0.66% (n = 360,000); TALL-104 LAMP-1 surface exposure; cells stimulated with thapsigargin and PMA; inhibition, % at 10 µM;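 active = inhibition above about 55%, limit read from the data; inconclusive = no clear call, values can overlap the other calls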
# PDI turbidity – inhibitors of human PDI, primary screen, biochemical, turbidity, single point, plate reader; Protein disulfide-isomerase (Homo sapiens), P07237; PDI insulin aggregation turbidity, A650, 90 min; inhibition, % at 10 µM; actives 0.052% (n = 350,000); AID 588391, 2011;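 active = mean inhibition across replicates of 30% or more, whatever share of single replicates reach that level; inconclusive = mean inhibition below 30% while every single replicate reaches 30%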;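 also: absorbance from insulin aggregation driven by PDI reduction with DTT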
# Target sequence (P07237 whole entry, looked up): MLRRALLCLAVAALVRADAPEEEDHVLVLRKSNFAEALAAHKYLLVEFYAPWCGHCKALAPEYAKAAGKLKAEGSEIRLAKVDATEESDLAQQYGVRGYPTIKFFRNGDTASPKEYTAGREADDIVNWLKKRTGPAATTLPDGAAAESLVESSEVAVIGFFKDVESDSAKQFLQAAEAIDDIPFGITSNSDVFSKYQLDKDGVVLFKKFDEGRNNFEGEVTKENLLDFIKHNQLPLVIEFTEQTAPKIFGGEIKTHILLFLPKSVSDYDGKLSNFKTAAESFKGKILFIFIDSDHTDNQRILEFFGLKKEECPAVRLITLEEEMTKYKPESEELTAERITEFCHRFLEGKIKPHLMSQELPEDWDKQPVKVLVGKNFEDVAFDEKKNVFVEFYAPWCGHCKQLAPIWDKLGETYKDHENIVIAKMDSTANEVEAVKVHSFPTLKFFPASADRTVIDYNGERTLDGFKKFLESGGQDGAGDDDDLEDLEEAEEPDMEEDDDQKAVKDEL
# aDG glyco up – activators of alpha-DG glycosylation, primary screen, uHTS, Pro5-aDG cells, AlphaScreen; activation, % at 10 µM; actives 0.22% (n = 360,000); alpha-DG glycosylation AlphaScreen (IIH6); 0% Pro5, 100% B10-LARGE cell signal;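 active = activation of at least 8% versus controls, or a plate z-score of at least 8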;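 also: Pro5 are CHO cells carrying HIG-tagged alpha-DG that lacks glycosylation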
# NR2E3 ag-1 – NR2E3 agonists in two-hybrid cells, primary screen, cell-based, luminescence, CHO-S, Gal4-NCOR/VP16-NR2E3; Photoreceptor-specific nuclear receptor (Homo sapiens), Q9Y5X4; luciferase; inhibition of corepressor binding, % at 3.98 µM; actives 0.35% (n = 360,000); AID 602229, 2012;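 active = inhibition above the mean of all tested compounds plus 3 SD, cut at about 70% in these data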;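 also: 0% = DMSO with NR2E3 transfected cells and 100% = cells lacking NR2E3 construct; higher means lower luciferase signal from less NR2E3 corepressor binding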
# Target sequence (Q9Y5X4 whole entry, looked up, the tested form may be a part): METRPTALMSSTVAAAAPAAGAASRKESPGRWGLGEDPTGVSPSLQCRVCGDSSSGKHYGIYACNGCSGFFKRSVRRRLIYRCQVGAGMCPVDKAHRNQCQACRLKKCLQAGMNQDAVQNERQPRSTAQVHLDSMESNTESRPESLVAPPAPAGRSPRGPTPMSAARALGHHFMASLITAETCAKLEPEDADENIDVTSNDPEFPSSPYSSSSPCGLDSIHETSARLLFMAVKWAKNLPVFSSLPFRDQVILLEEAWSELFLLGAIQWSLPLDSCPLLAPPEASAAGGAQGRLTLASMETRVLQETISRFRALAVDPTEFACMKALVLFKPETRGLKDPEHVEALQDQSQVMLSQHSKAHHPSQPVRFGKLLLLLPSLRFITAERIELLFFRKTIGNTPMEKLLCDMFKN
# CaV13 FRET inh – Primary screen for inhibitors of IQ motif and Ca2+-dependent inactivation inhibitor domain binding in CACNA1D, Förster resonance energy transfer in living cells, … | HEK cells, CFP/YFP FRET ICDI-IQ, plate reader, 10 min; percent FRET-ratio fall versus neutral wells | inhibition, % at 12.3 µM | actives 0.098% (n = 340,000) | AID 743397;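 active = mean replicate inhibition of at least 30% and at least 1% of replicates passing that level; inconclusive = only one of the two criteria is met; inactive = neither criterion is met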;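 also: 0% = median of the neutral control wells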
# NR2E3 ag-2 – inhibitors of NR2E3-RetCOR corepressor binding, primary screen, NR2E3 agonist project, biochemical, TR-FRET, GST-NR2E3, biotin-RetCOR; Photoreceptor-specific nuclear receptor (Homo sapiens), Q9Y5X4; 1536-well; inhibition of corepressor binding, % at 4.78 µM; actives 0.12% (n = 320,000); AID 2300, 2010;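 active = percent inhibition above the cutoff of mean plus 3 SD of all tested compounds, set per screening campaign, cut at about 20% in these data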;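 also: 0% = DMSO wells and 100% = biotin wells as full block of FRET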
#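 System: GST-tagged NR2E3 plus biotinylated RetCOR corepressor; Buffer or medium: pH 7.5 Tris-based buffer; Probe or stimulus: RetCOR corepressor, biotinylated, 7 nM; Doses: compound at 4.8 µM, single dose; Schedule: 5 h incubation at 4 °C; Technique: time-resolved FRET; Evaluation: percent inhibition of TR-FRET ratio; Replication: one well per compound, singlicate testing.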
# iPSC survival up – enhancers of single-cell hiPSC survival, primary screen, ATPlite luminescence; survival enhancement, % at 20 µM; 100% = ROCK inhibitor wells, 0% = DMSO; AID 602274, 2012; actives 0.044% (n = 360,000); in the data active = survival enhancement above about 18%;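 also: cells exposed to compounds for 16 hours before the ATP read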
# An asterisk follows results filed as active; ? = inconclusive; . = no result given. Rows were taken by chance (roughly 3.5% active in at least one column).
SMILES,HIF-2a inh,MITF TRPM1 inh,Peg3 promoter,Vif inh,Exocytosis inh,PDI turbidity,aDG glyco up,NR2E3 ag-1,CaV13 FRET inh,NR2E3 ag-2,iPSC survival up
O=[N+]([O-])c1cc(-c2nc(-c3ccncc3)no2)ccc1Cl,-23,30,105*,-1,1,-5,-0.1,-20,-18,0,-3.7
CCCSc1nc2c(cnn2-c2ccccc2)c(=O)[nH]1,14,6,20,4,0,0,-0.2,-1,-5,1,-1.6
COc1cc(/C=N/Nc2cccc(C)c2)ccc1OC(=O)c1ccco1,-48,-28,-72,-7,0,2,0.0,-1,-3,-1,-1.8
CC(C)[C@H]1C(=O)Nc2ccccc2N1C(=O)N[C@@H](Cc1ccccc1)C(=O)N[C@H](C(=O)O)c1ccccc1,7,-5,11,11,2,.,-0.1,-4,.,1,0.1
COc1ccc(NS(=O)(=O)c2cccs2)cc1S(=O)(=O)N1CCCCC1,18,13,2,.,-6,1,-0.3,-15,-4,0,0.1
O=C(NCc1cccnc1)c1ccc(Cl)c(S(=O)(=O)N2CCOCC2)c1,16,1,7,1,-1,-6,-0.3,-7,-2,.,-0.5
Cc1cc(=O)oc2cc(OCC(=O)Nc3ccccc3C(=O)O)ccc12,-4,12,-2,-1,13,2,0.1,-1,-3,-2,-0.6
CCCCN(C(=O)c1cc(Cl)nc2ccccc12)c1c(N)n(CCC)c(=O)[nH]c1=O,-3,.,-8,11,5,-6,0.4,7,-10,.,5.8
COc1cc(-c2nnc3n2N=C(c2ccccc2)CS3)cc(OC)c1OC,3,9,31,5,1,-2,-0.1,-62,-6,-1,4.9
CC(=O)NC(Cc1ccccc1)Cc1ccccc1,13,-6,2,-1,-11,17,-0.2,12,-14,1,-0.5
Cc1ccc(S(=O)(=O)N2C[C@@H]3[C@H]4CC[C@H](C4)[C@@H]3[C@@H](C)[C@@H]2c2ccn(Cc3ccccc3)c2)cc1,0,-11,12,5,2,-9,0.4,-1,-7,.,-2.2
Cc1nc(N2CCN(Cc3ccccc3)CC2)nc2c1C(=O)CC(C)C2 (stereo unspecified),9,6,2,-5,-2,-5,0.4,-7,-6,-1,-1.4
O=C(CC(c1ccccc1)c1ccccc1)Nc1nn[nH]n1,15,1,12,-3,-4,-4,0.4,1,-7,1,-0.7
Cc1cccc(Sc2c([N+](=O)[O-])ncn2C)c1,-17,10,11,5,-6,4,0.5,-2,-9,1,0.0
Nc1cc2c(cc1Cl)N(Cc1ccccc1)C(=O)CO2,3,3,8,1,-7,16,2.3,14,-4,0,0.1
Cc1ccc(N(CCO)C(=S)Nc2ccccc2)cc1,-6,-19,-17,10,-3,-2,-0.1,3,-6,-2,-0.6
CN(C)CCCn1c(=O)n(Cc2ccco2)c(=O)c2c3c(sc21)CCCCC3,21,3,36,-7,24,18,0.4,-29,-16,-4,-0.8
Clc1ccc2nc(-c3ccncc3)cc(-c3ccccc3)c2c1,13,11,8,8,-2,-4,1.5,-9,-5,0,-0.3
COc1cccc(N2C(=O)CN(Cc3cc(OC)c(OC)c(OC)c3)C2=S)c1,20,-1,10,-4,-6,10,0.1,6,-3,-6,-0.7
CC(C)C(=O)N[C@@H]1c2ccccc2CC[C@@H]1OCc1ccccc1,12,0,-11,-3,-3,-7,0.0,14,-6,.,-1.5
CCc1ccc(OCC(=O)OCC(=O)NCCNC(=O)COC(=O)COc2ccc(CC)cc2)cc1,1,-1,-3,15,-15,-2,0.2,-4,.,3,-0.4
CC(C)CN(C(=O)COC(=O)c1ccc2ccccc2c1)c1c(N)n(Cc2ccccc2)c(=O)[nH]c1=O,10,27,86*,-7,-1,-2,1.0,3,-2,2,0.0
CCN(CC)CCNC(=O)c1ccccc1N,4,2,20,.,3,-1,-0.1,20,.,1,6.7
O=C(COC(=O)c1cccnc1Nc1cccc(C(F)(F)F)c1)NCCN1C(=O)CSC1=O,3,4,17,-2,-3,-9,-0.1,3,-7,-2,2.0
S=C(NCCc1ccc(Cl)cc1)NC1CCCCC1,-280,-86,-307,-3,22,22,0.7,-78,-6,-1,-0.1
CC1(C)NC(=O)N(CNc2cc(Cl)ccc2Cl)C1=O,13,4,17,.,0,7,-0.2,-18,-5,0,3.4
Cc1ccc(-c2csc(NC(=O)c3ccco3)n2)cc1C,-386,-67,-395,-4,-2,0,0.2,-163,-2,-2,-0.3
Fc1ccc(N2CCN(Cc3nnc(-c4ccccc4)o3)CC2)cc1,1,-8,4,-6,-2,9,-0.1,1,7,5,0.8
Fc1ccc(CNC(=S)NCc2ccccc2)cc1,-15,-9,15,-12,3,-4,-0.3,9,-6,0,-0.4
CC(N)C(=O)NC(C(=O)NC(C)C(=O)Nc1cccc2ccccc12)C(C)C (stereo unspecified),4,.,-1,.,0,1,2.9,6,-6,.,-1.9

# Grouped by structure: the entries above containing a thiophene ring, fused or not.
SMILES,HIF-2a inh,MITF TRPM1 inh,Peg3 promoter,Vif inh,Exocytosis inh,PDI turbidity,aDG glyco up,NR2E3 ag-1,CaV13 FRET inh,NR2E3 ag-2,iPSC survival up
COc1ccc(NS(=O)(=O)c2cccs2)cc1S(=O)(=O)N1CCCCC1,18,13,2,.,-6,1,-0.3,-15,-4,0,0.1
CN(C)CCCn1c(=O)n(Cc2ccco2)c(=O)c2c3c(sc21)CCCCC3,21,3,36,-7,24,18,0.4,-29,-16,-4,-0.8

# (further entries)
SMILES,HIF-2a inh,MITF TRPM1 inh,Peg3 promoter,Vif inh,Exocytosis inh,PDI turbidity,aDG glyco up,NR2E3 ag-1,CaV13 FRET inh,NR2E3 ag-2,iPSC survival up
Cc1cc(OCCn2cc(/C(N)=N/O)c3ccccc32)ccc1Cl,-48,-5,11,5,6,3,0.2,15,.,2,-2.5
C#CCOCCOCCOCCNc1nc(N2CCN(C(=O)[C@H](CCCCN)n3cc([C@@H](N)C(C)CC)nn3)CC2)nc(N2CCN(C(=O)[C@H](Cc3cc4ccccc4[nH]3)n3cc([C@@H](N)CC(C)C)nn3)CC2)n1 (stereo partly specified),15,3,-5,0,28,44*,-0.1,9,.,1,-4.5
Cc1c(OC(=O)c2ccc([N+](=O)[O-])cc2)c2c(c[n+]1C)COC(C)(C)OC2,16,13,19,-6,4,0,-0.3,6,.,3,-0.1
NC(=O)C1CCN(C(=O)CCc2nc3sc4c(c3c(=O)[nH]2)CCCC4)CC1,19,-1,7,4,1,-1,0.0,-4,-7,0,-0.4
Nc1ncnc(Nc2cccc(Cl)c2Cl)n1,-87,2,-81,-2,-3,-1,-0.2,-16,0,-2,1.9
Cc1c(C)c2ccc(OCC(=O)Nc3ccc(S(N)(=O)=O)cc3)c(C)c2oc1=O,-4,2,5,6,-1,-7,-0.1,-28,-4,0,-0.6
O=C(O)c1ccccc1,5,.,5,-3,7,.,-0.3,-6,.,.,-2.3
O=c1[nH]c(C2CCN(S(=O)(=O)c3ccc(C(F)(F)F)cc3)CC2)nc2c1nnn2Cc1ccc(F)cc1,6,-2,23,-11,-10,?,-0.1,-12,-4,-1,-0.2
COc1ccc(CCNS(=O)(=O)c2cccc3nsnc23)cc1OC,-8,2,6,.,9,-2,-0.1,-5,-8,-2,0.0
O=C(Nc1nnc(-c2cccs2)o1)c1cccc(C(F)(F)F)c1,-3,19,37,3,-3,14,0.1,4,-6,9,-0.1
CCc1ccc(NC(=O)CSc2nnc(-c3ccco3)o2)cc1,-78,6,-57,4,-5,3,0.7,10,-7,0,-0.1
CC1C(=O)N(Cc2cn(CCC3OCCCO3)nn2)CCS(=O)(=O)N1Cc1ccc(-c2ccccc2)cc1 (stereo unspecified),9,.,-1,1,-3,6,0.0,-17,-8,.,7.2
Cc1cc(Cl)c(S(=O)(=O)NC(C(=O)O)C(C)C)cc1OCC(=O)NC1CCCCC1 (stereo unspecified),2,-6,-5,13,0,5,0.0,-8,-7,-4,0.5
O=C(Nc1ccccc1C(=O)NC1CC1)c1ccc([N+](=O)[O-])o1,9,49,31,1,0,2,1.0,17,-4,.,-0.5
COc1ccc(OC)c(NC(=O)CCc2c[nH]c3ccccc23)c1,6,7,0,-5,-2,-1,-0.1,-6,-20,-1,0.4
COc1ccccc1NC(=O)CC1SC(=N)N(c2ccccc2)C1=O (stereo unspecified),27,13,28,-1,-4,-4,-0.2,-4,-6,3,0.1
CC(=O)Nc1cccn(Cc2c(Cl)cccc2Cl)c1=O,11,9,-7,-1,-5,0,0.1,-5,-5,2,1.1
O=C(Nc1ccccc1)c1cc(-c2ccccc2Cl)no1,-210,-55,-315,-16,2,4,0.1,-24,.,7,-3.4
O=C(O)/C=C/c1cn(-c2ccccc2)nc1-c1cc2ccccc2oc1=O,-303,-26,-200,0,-3,-8,0.0,-146,5,-2,-0.6
Cc1cc(CNC[C@H]2O[C@@H](n3cnc(C(N)=O)n3)[C@H](O)[C@@H]2O)c(C)n1-c1cccnc1,6,1,-6,.,0,0,-0.2,-32,-6,.,-2.0
CCc1sc(C(=O)NCc2ccco2)cc1Br,-31,-6,-11,-7,-16,4,0.2,-8,-6,2,0.5
O=C(NC1CC1)C1=C[C@@H](C2CCCCC2)C[C@@H](OCc2ccc(CO)cc2)O1,1,-1,5,4,5,-41,-0.2,-20,-4,-1,0.2
Cc1cc([N+](=O)[O-])nn1CC(=O)NNC(=S)Nc1ccc(Cl)cc1,2,-2,-6,8,-4,5,0.1,-1,-4,-1,2.6
Cc1ccc2nc3sc(C(=O)Nc4c(C)[nH]c(=O)[nH]c4=O)c(N)c3cc2c1,-33,14,-82,-5,-1,-3,-0.4,1,-9,-10,-2.2
CC(C)C[C@@H]1CN=C(N)N1C[C@@H]1CCCN1C[C@@H](C(C)C)N1C[C@@H](Cc2ccccc2)N(CCCC2CCCC2)C1=N,-3,-9,0,.,0,18,1.6,-2,-5,.,-0.3
CCN1CCC2(CCN(C(=O)c3cc(COc4cc(C)ccc4C)on3)C2)C1 (stereo unspecified),-2,5,1,-1,0,-3,0.1,-14,-3,0,-0.4
CCOC(=O)[C@]12CCC=C1N(CCC1=CCCCC1)C(=O)[C@H](CC(=O)NCCC(C)C)C2,5,.,.,.,-4,.,-0.1,-16,-8,.,-0.6
